SKN-1 inh: inhibitors of C. elegans SKN-1; actives 0.49% (n = 360,000); C. elegans VP596 Pgst-4::GFP/RFP ratio, acrylamide-induced, 24 h; inhibition, % at 21.8 µM; AID 624304;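 active = interference check ratio from 0.5 to 1.5 plus GFP to RFP signal ratio inhibition reaching or exceeding a fixed threshold, cut at about 30% in these data, passing the limit was not always enough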; also: some compounds called inactive have numbers as strong as hits
FAS-TE inh: inhibitors of human fatty acid synthase thioesterase domain; P49327; AID 602261; inhibition, % at 15 µM; recombinant FAS-TE, OMFH fluorogenic substrate, fluorescence endpoint; actives 0.67% (n = 360,000);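 active = compounds whose normalised, plate-corrected inhibition of enzyme fluorescence in the single-dose primary screen is 50% or more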;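 also: 0% = DMSO with enzyme and 100% = substrate without enzyme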
MsrA act: activators of bovine methionine sulfoxide reductase A. purified bovine MsrA, absorbance read-out. activation, % at 10.6 µM. actives 0.3% (n = 360,000); in the data active = activation above about 7.5%;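 also: 0% = vehicle and 100% = reference activator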
Rin1 Abl inh: blocks binding of human Rin1 to Abl | actives 0.4% (n = 360,000) | TR-FRET Rin1/Abl binding, biochemical | P00519+Q13671 | inhibition, % at 7.35 µM | AID 588664; in the data active = inhibition above about 5%, passing the limit was not always enough
CendR NRP1 mod: NRP-1/CendR interaction modulation. FAM-RPARPAR peptide binding to NRP-1, fluorescence polarization. inhibition, % at 25 µM. actives 0.85% (n = 360,000). AID 602438;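 active = inhibition or corrected inhibition above about 18%, plus a signal ratio from 0.5 to 1.5, limit read from the data, passing the limit was not always enough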; also: strong numbers were not always called active
Target sequence (O14786 whole entry, looked up): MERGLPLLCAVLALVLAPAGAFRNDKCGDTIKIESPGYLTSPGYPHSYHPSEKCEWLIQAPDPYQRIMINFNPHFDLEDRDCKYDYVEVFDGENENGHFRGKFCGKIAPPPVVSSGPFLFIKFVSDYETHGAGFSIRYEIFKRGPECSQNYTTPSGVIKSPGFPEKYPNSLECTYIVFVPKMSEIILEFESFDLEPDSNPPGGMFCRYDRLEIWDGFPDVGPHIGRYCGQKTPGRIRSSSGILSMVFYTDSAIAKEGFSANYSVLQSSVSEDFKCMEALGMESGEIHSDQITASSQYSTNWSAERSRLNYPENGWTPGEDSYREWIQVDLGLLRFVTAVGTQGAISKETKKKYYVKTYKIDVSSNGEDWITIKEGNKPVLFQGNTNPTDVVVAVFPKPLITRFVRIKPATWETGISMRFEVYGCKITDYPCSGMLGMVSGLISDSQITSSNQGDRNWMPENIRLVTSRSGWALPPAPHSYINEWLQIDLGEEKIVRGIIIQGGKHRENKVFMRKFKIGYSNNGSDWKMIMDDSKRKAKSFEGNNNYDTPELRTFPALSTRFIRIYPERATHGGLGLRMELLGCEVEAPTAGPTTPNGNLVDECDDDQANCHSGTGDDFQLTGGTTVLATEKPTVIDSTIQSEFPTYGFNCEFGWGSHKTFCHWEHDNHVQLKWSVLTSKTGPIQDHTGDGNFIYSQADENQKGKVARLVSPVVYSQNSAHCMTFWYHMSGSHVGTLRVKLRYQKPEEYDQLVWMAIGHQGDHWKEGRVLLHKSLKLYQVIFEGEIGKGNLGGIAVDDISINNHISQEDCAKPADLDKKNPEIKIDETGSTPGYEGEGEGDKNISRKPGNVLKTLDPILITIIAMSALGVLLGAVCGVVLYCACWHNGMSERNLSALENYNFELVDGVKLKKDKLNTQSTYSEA
Neddylation inh: inhibitors of human cullin neddylation | P61081+Q13564 | TR-FRET cullin neddylation, biochemical | calls only at 25 µM | actives 0.58% (n = 360,000) | AID 651699; in the data active = inhibition above about 36%
MT1-MMP act inh: inhibitors of human MT1-MMP activation. P50281. HT1080 RFP-PRO-GFP cells, GFP/RFP ratio fluorescence, overnight; percent of plate control window, DMSO zero. GFP/RFP ratio change, % at 20 µM. actives 0.061% (n = 360,000). AID 651647;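 active = GFP/RFP ratio change of at least 30% with cell ATP level not reduced by more than half and red fluorescence within 50% of control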; also: strong numbers were not always called active
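Read-out: GFP/RFP fluorescence ratio; Test system: RFP-PRO-GFP reporter HT1080 cells; Compound dosing: single-point 20 µM compound, 1% DMSO; Times: overnight compound exposure at 37 °C.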
eLon inh: inhibitors of E. coli Lon protease. P0A9M0. purified E. coli Lon protease, fluorescence polarization. inhibition, % at 7.94 µM. actives 0.42% (n = 360,000). AID 602123; in the data active = inhibition above about 13%, passing the limit was not always enough;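 also: 0% = enzyme with probe and DMSO and 100% = no enzyme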
PABP1 MLLE inh: inhibitors of microRNA-mediated deadenylation, human PABP1 MLLE binding; P11940; actives 0.36% (n = 360,000); inhibition, % at 20 µM; GST-MLLE / FITC-PAM2 fluorescence polarization; in the data active = inhibition above about 35%, passing the limit was not always enough;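 also: plate controls were DMSO wells with GST-MLLE for no effect and wells lacking GST-MLLE protein for full effect; some results filed as inactive read as strong as hits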
* = called active by the depositor; i = inactive; / = not tested or not shown; + = active, no number. Compounds were not picked by outcome; any-hit rate near 4%.

SMILES	SKN-1 inh	FAS-TE inh	MsrA act	Rin1 Abl inh	CendR NRP1 mod	Neddylation inh	MT1-MMP act inh	eLon inh	PABP1 MLLE inh
O=C(COC(=O)c1cnccn1)c1ccc2ccccc2c1	-4	-7	0	-1	5	i	3	2	6
CC(O)(CS(=O)(=O)Cc1ccccc1)C(=O)Nc1cccc(C(F)(F)F)c1 (stereo not drawn)	14	0	10*	-2	0	i	-1	3	2
Cc1ccc(N=Cc2c(C)[nH]n(-c3ccccc3)c2=O)nc1	6	8	-3	-6	14	i	6	-6	2
O=C(Cc1ccc2c(c1)OCCO2)Nc1cc(Cl)ccc1N1CCOCC1	8	6	2	1	12	i	1	-6	6
COc1cccc(S(=O)(=O)N(C)C[C@H]2Oc3ncc(Br)cc3C(=O)N([C@H](C)CO)C[C@H]2C)c1	5	-4	-2	0	13	i	-4	1	-11
CCN1CCCC1CNC(=O)c1ccccc1Cl (stereo not drawn)	-5	-8	-10	1	6	i	-2	-4	10
O=C(c1cc(S(=O)(=O)N2CCOCC2)c(Cl)cc1Cl)N1CCN(S(=O)(=O)c2cccc(F)c2)CC1	5	3	-8	2	-7	i	-2	-12	-2
Cc1cc(C(=O)NC(=S)Nc2cccc(NC(=O)C(C)C)c2)ccc1[N+](=O)[O-]	10	11	-6	-2	4	i	-3	-1	38*
COc1ccc(-n2cc(-c3ccc(Cl)cc3)[nH]c2=S)cc1	3	-1	-10	-7	4	i	-3	4	3
CCC(C)[C@H](N)c1cn([C@@H](Cc2ccc(O)cc2)C(=O)N2CCNCC2)nn1 (stereo partly drawn)	5	-14	-4	1	-2	i	6	-7	3
CC(C)c1nnc2c(N(C)S(=O)(=O)c3ccccc3)nc3ccccc3n12	10	0	-3	-1	3	i	0	-6	-17
COc1ccc(OC)c(/C=N/N=C(\N)c2nonc2N)c1	0	7	-2	0	8	i	6	3	9
COc1cc(C(O)c2nc(-c3ccc(N(C)C)cc3)cs2)ccc1F (stereo not drawn)	12	8	-1	-5	-8	i	-8	-16	3
Cc1cc(C(=O)N/N=C/c2c(C)n(C)c3ccccc23)n[nH]1	3	-3	-8	-6	10	i	7	0	-1
CCC(CC)C(=O)N(C)c1c(C)nc2c(OCC(=O)C(C)(C)C)cccn12	17	-6	-1	0	-2	i	0	-7	3

Laid out differently: 6 of the compounds above.
Fields: SKN-1 inh, FAS-TE inh, MsrA act, Rin1 Abl inh, CendR NRP1 mod, Neddylation inh, MT1-MMP act inh, eLon inh, PABP1 MLLE inh
> Cc1ccc(N=Cc2c(C)[nH]n(-c3ccccc3)c2=O)nc1
  6, 8, -3, -6, 14, i, 6, -6, 2
> O=C(Cc1ccc2c(c1)OCCO2)Nc1cc(Cl)ccc1N1CCOCC1
  8, 6, 2, 1, 12, i, 1, -6, 6
> COc1cccc(S(=O)(=O)N(C)C[C@H]2Oc3ncc(Br)cc3C(=O)N([C@H](C)CO)C[C@H]2C)c1
  5, -4, -2, 0, 13, i, -4, 1, -11
> CCN1CCCC1CNC(=O)c1ccccc1Cl (stereo not drawn)
  -5, -8, -10, 1, 6, i, -2, -4, 10
> O=C(c1cc(S(=O)(=O)N2CCOCC2)c(Cl)cc1Cl)N1CCN(S(=O)(=O)c2cccc(F)c2)CC1
  5, 3, -8, 2, -7, i, -2, -12, -2
> Cc1cc(C(=O)NC(=S)Nc2cccc(NC(=O)C(C)C)c2)ccc1[N+](=O)[O-]
  10, 11, -6, -2, 4, i, -3, -1, 38*

New compounds follow.
SMILES	SKN-1 inh	FAS-TE inh	MsrA act	Rin1 Abl inh	CendR NRP1 mod	Neddylation inh	MT1-MMP act inh	eLon inh	PABP1 MLLE inh
Cc1nc(NS(=O)(=O)c2ccccc2)sc1C(C)(C)C	0	-4	0	1	-2	i	2	-4	0
O=C(C1COc2ccccc2O1)N1CCN(c2ccccc2O)CC1 (stereo not drawn)	2	1	-1	-2	8	i	-2	-11	4
CC(/C=N/NC(=O)c1nn(C)c(C)c1Br)=C\c1ccccc1	-4	-3	-2	-3	-15	i	2	-4	-10
CCOC(=O)[C@]12CCC=C1N(Cc1ccccc1)C(=O)[C@H](CC(=O)NCc1cccc(C(F)(F)F)c1)C2	25	10	0	/	0	i	3	-2	/
COc1ccccc1-c1ocnc1C(=O)N1CCN(S(=O)(=O)c2ccc(NC(C)=O)cc2)CC1	12	-2	-3	4	7	i	2	-16	-9
Brc1ccccc1-c1nnc2sc(-c3ccc4c(c3)OCCO4)nn12	15	15	1	1	7	i	-10	7	-20
Cc1cc(C)c2c(n1)nn1c(NCCCN3CCOCC3)cc(C)nc21	-43	-4	-9	2	0	i	/	-1	8
NC(=O)CC(NC(=O)c1cccc(Br)c1)c1ccc(N2CCC(N3CCCC3)CC2)c([N+](=O)[O-])c1 (stereo not drawn)	4	-10	1	-1	4	i	1	7	-8
Cc1cc(C(=O)NCc2ccc(S(N)(=O)=O)cc2)ccc1[N+](=O)[O-]	14	10	-1	-1	3	i	0	-5	15
CCOC(=O)CSc1nnc(NC(=O)c2ccc3c(c2)OCO3)s1	-2	-11	-3	-1	5	i	-1	-4	2
CCCn1c(SCC(=O)NCC(=O)Nc2ccc(F)c(F)c2F)nc2ccccc2c1=O	-14	3	-5	-1	-94	i	-1	-5	-2
Cc1ccc2oc(C(=O)N3CCN(Cc4nccn4C)CC3)c(C)c2c1	3	-7	-2	-3	2	i	-1	3	0
CC(=O)c1cc(-c2ccc(F)cc2)n(CCC(=O)Nc2cccnc2)c1C	2	-3	-2	-3	5	i	-3	-3	-7
COC(=O)c1cc(NC2c3ccccc3C(=O)N2c2cccnc2)cc(C(=O)OC)c1 (stereo not drawn)	-8	-5	-3	3	-2	i	-4	4	-14
CCCOP(=O)(c1ccc(N(C)C)cc1)C(O)c1ccc(Cl)cc1Cl (stereo not drawn)	24	5	-1	-1	2	i	4	-10	-1
CC(C)(C)C1=C(C#N)C(c2ccc3c(c2)OCO3)C(C#N)=C(N)O1 (stereo not drawn)	17	4	-2	0	4	i	-2	-12	5
COC(=O)c1ccc(N2CCOCC2)c(NC(=O)c2ccc3c(c2)OCO3)c1	-8	6	-5	3	-6	i	2	0	3
CCCCNC(=O)c1ccc(CS(=O)(=O)c2ccc(OC)cc2)o1	1	-1	-1	2	-12	i	-4	-2	7
O=C(NCCCN=C1NS(=O)(=O)c2ccccc21)c1ccc(S(=O)(=O)N2CCOCC2)cc1	2	-3	-7	-2	-4	i	-3	-2	10
C=CCNCC#CCOc1ccc(OC)cc1	-9	-14	-14	3	-8	i	-6	5	-7
CCn1cnc2c1c(=O)n(CC(=O)Nc1ccc3c(c1)OC(F)(F)O3)c(=O)n2Cc1ccccc1	-11	25	-12	-4	-7	i	5	-4	2
Cc1ccc(OCC(=O)Sc2ccc(C)cc2)cc1	56*	31	-4	0	7	i	-12	5	25
CCOC(=O)/C(C#N)=C1/C=CN(C)C(C)=N1	7	-1	-7	0	7	i	-10	11	0
CC(=O)c1cccc(NC(=O)c2oc(C)nc2C)c1	-24	-6	-3	-3	-8	i	-4	-5	5
Cn1cc(CN2CCCC(CNC(=O)c3ccc4c(c3)OCO4)C2)c2ccccc21 (stereo not drawn)	6	-4	0	2	-14	i	-3	7	2
CN(C)C(=O)NC1CCCCCCCCCCC1	13	0	5	3	21	i	-1	0	-5
CCOc1ccc(CN2C(=O)c3ccccc3C2C(=O)NCC2CCCO2)cc1 (stereo not drawn)	-3	-5	-4	2	4	i	2	3	-10
Cc1ccc2nc(Cl)c(/C=C/C(=O)c3ccco3)cc2c1	-5	6	-4	4	-9	i	-3	-1	0
O=C(Nc1ccnn1C1CCN(Cc2cc(Cl)ccc2O)CC1)C1CC1	-10	-8	-5	6	-7	i	2	-2	-8
COc1ccc(OCCC(=O)OCC(=O)c2ccc[nH]2)cc1	12	-8	-1	-1	15	i	1	12	1
O=C(C[n+]1cc(Br)cc(Br)c1)c1ccccc1	-4	4	-11	-2	3	i	-8	5	-7
CCCOc1ccc(C(NC(=O)CC(C)C)NC(=O)CC(C)C)cc1OC	3	-11	-9	-3	3	i	-3	5	8
COc1ccc(C(=O)CC(=O)C(=O)Nc2c(C)cccc2C)cc1	13	10	-4	3	7	i	1	3	-4
CN1CCN(CC(=O)Nc2c(C#N)cnn2-c2ccccc2)CC1	9	-6	-4	-1	1	i	2	-7	-16
O=C1N(Cc2cccc(Cl)c2)C[C@@H]2C[C@@H](c3ccsc3)N3CCC[C@@]123	8	-7	-11	0	-12	i	-6	-18	-17
Cc1ccc(-c2csc3ncnc(SCC(=O)NCc4ccc5c(c4)OCO5)c23)cc1	10	22	-4	-12	4	i	-8	-6	-20
CC(C)Cn1c(N)c(C(=O)COC(=O)c2cc(-c3ccco3)nc3ccccc23)c(=O)n(C)c1=O	-19	11	-1	1	-88	i	-17	-24	-17
COCc1cc(C)nc(NCCO)c1C#N	-7	-6	-6	-4	8	i	1	-2	-7
CCOc1cccc(C2/C(=C(/O)c3ccc4c(c3)CC(C)O4)C(=O)C(=O)N2CCCn2ccnc2)c1 (stereo not drawn)	12	-2	-3	-1	-1	i	0	9	-4
CCC[C@@H](CN1CCC[C@H]1CN1C(N)=NC[C@H]1CC(C)C)N1C[C@@H](Cc2ccccc2)N(CCCC2CCCC2)C1=N	12	-54	-3	2	-4	i	2	1	10
COc1cccc(C(=O)C(CCC#N)c2ccccc2)c1 (stereo not drawn)	-4	5	-8	-1	-5	i	1	7	-5
CCOc1ccc2oc(C(=O)Nc3nccs3)c(C)c2c1	-5	-6	-1	1	-2	i	-4	-4	-12
COc1ccc(Cl)cc1NS(=O)(=O)c1c(C)nc2sccn2c1=O	-13	8	-1	1	-7	i	7	-5	-1
Cc1ccccc1Cn1nc(C)c(NC(=O)c2ccccc2)c1C	-2	-7	-9	-1	8	i	-1	-5	6
CCN(CC)C(=O)Cn1cc(C(=O)C(=O)N2CC=C(c3ccccc3)CC2)c2ccccc21	3	5	-1	2	-32	i	-72	-24	-3
CN1CCC(=NNc2ccc(S(=O)(=O)N3CCOCC3)cc2[N+](=O)[O-])CC1	2	-6	-2	-5	-4	i	0	-9	4
CCN(C[C@H]1N[C@@](CC)(C(=O)OC)[C@H]2C(=O)N(Cc3ccccc3)C(=O)[C@@H]12)C(C)=O	-1	-4	-5	-4	-2	i	0	-9	12
CNS(=O)(=O)c1cn(CC(=O)N(C)Cc2ccccc2)cc1S(=O)(=O)NC	-18	-2	-4	1	-1	i	-5	2	6
O=C(COC(=O)c1cnc(Cl)c(Cl)c1)c1ccc(F)cc1	10	10	-3	-2	16	i	-5	-6	7
CC(=O)Nc1ccc(NC(=O)C2CCCN2C(=O)Nc2ccc(F)c([N+](=O)[O-])c2)cc1 (stereo not drawn)	4	6	-3	-1	5	i	4	5	2
Cc1cccc(N2CCN(C(=O)c3[nH]c(C(F)(F)F)nc3-c3ccccc3)CC2)c1C	15	-3	-1	6	-11	i	/	8	6
CS(=O)(=O)c1ccc(C(=O)N(Cc2ccccc2)c2ccccc2)cc1	18	-5	-5	4	1	i	-1	-5	-6
CCN(CC)C(=O)c1cccc(-c2csc(C(O)c3ccc(F)c(F)c3)n2)c1 (stereo not drawn)	11	8	1	3	-4	i	-9	-6	-1
COC(=O)[C@]1(C)CCC[C@@]2(C)C3CC[C@]4(OC(C)=O)C[C@@]3(CCC21)CC4=NO (stereo partly drawn)	3	9	-12	3	6	i	7	-1	6
CCOc1ccc2[nH]c(=O)c(CN(CCCN3CCOCC3)Cc3nnnn3Cc3ccc(OC)cc3)cc2c1	4	-6	-2	0	-2	+	-6	-9	-1
COc1ccccc1OCC(=O)Nc1ccc(S(=O)(=O)Nc2cc(C)nc(C)n2)cc1	21	-8	-6	-3	6	i	1	-2	-4
COC(=O)Cn1cc(C(=O)C(F)(F)F)c2ccccc21	2	3	-2	3	11	i	-1	-8	-7
O=C(O)Cc1ccc(-n2cccc2)cc1	-1	-4	-3	0	-17	i	2	-10	-2
Cc1cc(C)cc(NC(=O)Nn2cnnc2)c1	11	-7	-4	-2	-22	i	1	-2	4
